Compound activity (PubChem)
NOD2 RIPK2 PPI: NOD2-RIPK2 binding disruptors in cells, primary screen, fluorescence, CHO cells, BLA complementation; CCF4 ratio; Receptor-interacting serine/threonine-protein kinase 2 (Homo sapiens), O43353; inhibition, % at 4.98 µM; 0.38% of 360,000 active; AID 624267, 2012; in the data active = inhibition above about 21%;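 note: 0% = vehicle only and 100% = reference blocker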
NCOA1 inh: SRC1 coactivator transcriptional activity inhibitors, primary screen, cell-based, luminescence; Nuclear receptor coactivator 1 (Homo sapiens), Q15788; 0.12% of 360,000 active; inhibition, % at 3.6 µM; HEK293 GAL4-SRC1 luciferase reporter;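 active = inhibition above the campaign mean plus 3 SD, with each screening campaign given its own cutoff, cut at about 60% in these data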;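 note: 0% = DMSO treated cells and 100% = gossypol at 36 µM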
TROY NFkB inh: inhibitors of TROY-driven NF-kB signaling, primary screen, Q293 LMP1-TROYcd cells, NF-kB luciferase, uHTS; Q293 LMP1-TROYcd NF-kB luciferase reporter, 4 h; inhibition, % at 10 µM; 0.98% of 360,000 active; AID 1347056, 2019;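 active = compounds whose plate-normalised and pattern-corrected inhibition of the luciferase reporter signal at the single screening dose is 50% or more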
LRH-1 inv ag: LRH-1 (NR5A2) inverse agonists, primary screen, cell-based, luminescence, HEK293T, StAR-luciferase reporter; Nuclear receptor subfamily 5 group A member 2 (Homo sapiens), O00482; LRH-1 transfected, 24 h; inhibition, % at 3.6 µM; 0.13% of 360,000 active;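 active = inhibition above the mean inhibition of all tested compounds plus 3 SD, cut at about 73% in these data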;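 note: 0% = DMSO wells and 100% = reporter-only cells lacking LRH-1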
C8 TRAIL sens: viability loss with TRAIL in NB7+C8 cells, primary screen, TRAIL sensitizer project, cell-based, ATPlite luminescence; 1% of 360,000 active; inhibition (viability loss, TRAIL sensitization), % at 10 µM; AID 624354, 2012;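 active = compounds causing at least 50% loss of cell viability in the single-dose screen, relative to plate controls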
SRC3 inh: SRC3 coactivator transcriptional activity inhibitors, primary screen, cell-based, luminescence. Nuclear receptor coactivator 3 (Homo sapiens), Q9Y6Q9. 0.17% of 360,000 active. inhibition, % at 3.6 µM. HEK293 GAL4-SRC3 luciferase reporter. AID 588352, 2011;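 active = inhibition above a per-campaign cutoff, the mean of all compounds plus 3 SD, cut at about 60% in these data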;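 note: 0% = DMSO-treated cells and 100% = gossypol-treated cells at 36 µM; higher means less SRC3-driven luciferase light from the GAL4 reporter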
Target sequence (Q9Y6Q9 whole entry, looked up, the tested form may be a part): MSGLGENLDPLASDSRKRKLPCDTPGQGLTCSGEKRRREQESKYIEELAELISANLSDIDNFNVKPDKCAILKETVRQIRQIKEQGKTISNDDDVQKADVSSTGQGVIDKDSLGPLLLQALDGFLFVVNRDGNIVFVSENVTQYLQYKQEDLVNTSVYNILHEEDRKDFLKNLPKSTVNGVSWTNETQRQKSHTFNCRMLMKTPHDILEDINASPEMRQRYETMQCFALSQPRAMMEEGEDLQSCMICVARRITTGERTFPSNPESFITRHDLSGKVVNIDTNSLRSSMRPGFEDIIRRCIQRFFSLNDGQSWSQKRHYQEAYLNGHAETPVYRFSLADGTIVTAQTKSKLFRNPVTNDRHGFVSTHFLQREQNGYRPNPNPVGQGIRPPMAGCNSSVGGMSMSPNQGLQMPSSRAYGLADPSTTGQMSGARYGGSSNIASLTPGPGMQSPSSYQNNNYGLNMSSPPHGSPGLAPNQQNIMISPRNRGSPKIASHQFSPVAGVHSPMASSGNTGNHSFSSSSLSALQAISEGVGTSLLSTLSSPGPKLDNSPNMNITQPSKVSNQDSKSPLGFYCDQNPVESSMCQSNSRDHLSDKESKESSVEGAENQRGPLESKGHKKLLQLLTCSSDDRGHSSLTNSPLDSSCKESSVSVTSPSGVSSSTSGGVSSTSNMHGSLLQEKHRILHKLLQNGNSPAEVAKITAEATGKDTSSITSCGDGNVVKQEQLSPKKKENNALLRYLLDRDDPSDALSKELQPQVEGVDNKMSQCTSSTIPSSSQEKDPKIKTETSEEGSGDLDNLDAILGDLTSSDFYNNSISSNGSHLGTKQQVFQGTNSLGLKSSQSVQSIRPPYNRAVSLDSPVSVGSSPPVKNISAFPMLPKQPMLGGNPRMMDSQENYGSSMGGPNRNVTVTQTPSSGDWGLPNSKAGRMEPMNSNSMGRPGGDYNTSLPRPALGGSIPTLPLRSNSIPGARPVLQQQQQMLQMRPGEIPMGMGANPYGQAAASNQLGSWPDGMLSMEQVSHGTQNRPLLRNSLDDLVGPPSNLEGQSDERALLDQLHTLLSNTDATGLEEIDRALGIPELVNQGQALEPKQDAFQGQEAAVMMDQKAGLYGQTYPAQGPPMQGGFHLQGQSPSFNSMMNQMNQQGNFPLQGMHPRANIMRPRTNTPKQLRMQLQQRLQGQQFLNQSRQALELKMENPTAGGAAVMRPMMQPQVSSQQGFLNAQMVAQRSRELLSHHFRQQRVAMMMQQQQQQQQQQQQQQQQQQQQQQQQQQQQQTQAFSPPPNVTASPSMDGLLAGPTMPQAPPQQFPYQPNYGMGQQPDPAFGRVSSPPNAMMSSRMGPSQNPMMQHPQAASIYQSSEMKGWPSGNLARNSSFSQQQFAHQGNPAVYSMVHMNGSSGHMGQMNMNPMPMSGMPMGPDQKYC
TLR9-MyD88 inh: inhibitors of TLR9-MyD88 association in cells, primary screen, cell-based, CHO, BLA complementation, fluorescence | Toll-like receptor 9 (Homo sapiens) + Myeloid differentiation primary response protein … | CCF4 FRET ratio | inhibition, % at 4.98 µM | 0.21% of 340,000 active | AID 504734, 2011;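 active = inhibition above the mean over all tested compounds plus 3 SD, cut at about 21% in these data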;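 note: 0% = DMSO only wells and 100% = clavulanate BLA inhibitor control wells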
LMP1 NFkB inh: EBV LMP1-driven NF-kappaB luciferase reporter inhibitors, primary screen, cell-based, luminescence, single point | inhibition, % at 12.5 µM | LMP1-induced NF-kappaB luciferase reporter cells | 0.69% of 350,000 active; in the data active = inhibition above about 41%;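 note: 0% = neutral control wells and 100% = reference inhibitor control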
NR2F2 inh: NR2F2 transcriptional activity inhibitors, primary screen, cell-based, luciferase reporter, HEK293T, luminescence | AID 686940, 2013 | 0.7% of 370,000 active | inhibition, % at 8.6 µM | HEK293T NGFI-A luciferase reporter;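 active = inhibition above a per-plate cutoff, mean inhibition of test wells between control levels plus 3 SD, cut at about 38% in these data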;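 note: cells cotransfected with COUP-TFII expression vector driving the NGFI-A reporter; 0% = median of COUP-TF2 test wells and 100% = reporter-only cells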
Vif imaging: HIV Vif self-association inhibitors, primary screen, imaging, HEK293T, single point; HEK293T cells, Vif self-association by quenched fluorescence, 24 h; inhibition, % at 7.49 µM; 0.35% of 340,000 active; in the data active = inhibition above about 50%, passing the limit was not always enough; note: some results filed as inactive read as strong as hits
SRC2 inh: inhibition of GAL4-SRC2 driven luciferase reporter, primary screen, SRC2 inhibitor project, cell-based, luminescence; Nuclear receptor coactivator 2 (Homo sapiens), Q15596; HEK293 GAL4-SRC2 luciferase reporter; inhibition, % at 9 µM; 0.17% of 370,000 active;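 active = inhibition above the mean inhibition of all tested compounds plus 3 SD, set per campaign, cut at about 52% in these data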;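 note: 0% = DMSO treated cells and 100% = cells given Gossypol at 36 µM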
* = called active by the depositor; . = no result given. Not all compounds are listed (hit frequency here may not be typical).

| No. | mol | NOD2 RIPK2 PPI | NCOA1 inh | TROY NFkB inh | LRH-1 inv ag | C8 TRAIL sens | SRC3 inh | TLR9-MyD88 inh | LMP1 NFkB inh | NR2F2 inh | Vif imaging | SRC2 inh |
| --- | --- | --- | --- | --- | --- | --- | --- | --- | --- | --- | --- | --- |
| 1 | O=C1N=C(N2CCN(c3ccccc3)CC2)S/C1=C/c1ccco1 | -10 | -2 | -8 | -15 | 3 | 15 | 2 | -6 | 12 | -4 | 1 |
| 2 | O=C(CSc1n[nH]c(=O)n1C1CC1)Nc1ccc(F)c([N+](=O)[O-])c1 | -12 | -7 | -1 | 9 | 7 | 5 | 4 | 1 | -14 | 5 | -25 |
| 3 | COc1ccc(CC(=O)NCc2nnc(SCc3ccc([N+](=O)[O-])cc3)n2C)cc1 | 0 | -1 | -9 | 1 | 4 | -4 | -8 | 1 | 10 | 3 | 2 |
| 4 | COC(=O)Cc1ccc(N(Cc2ccccc2F)S(=O)(=O)c2ccc(C)cc2)cc1 | 2 | -1 | 13 | -15 | 4 | -1 | -7 | 9 | 0 | 2 | -7 |
| 5 | CC(C)N1C(=O)CCC1C(=O)N1CCCc2ccccc21 (stereo unspecified) | -13 | -5 | 5 | -12 | 10 | -15 | 8 | 5 | 8 | -1 | 12 |
| 6 | Cc1ccn2c(Cc3ccccc3)c(-c3ccc(Br)cc3)nc2c1 | -5 | -60 | 16 | -102 | 15 | -71 | 0 | -12 | -44 | 3 | -57 |
| 7 | COc1ccccc1CNn1c(-c2cccc(C)c2)nc2ccccc2c1=O | -2 | 7 | -23 | 22 | 5 | -8 | -16 | 11 | -9 | -10 | -26 |
| 8 | Cc1cc(CCN2CCC(=O)NC2=S)ccc1OC(C)C | 5 | -7 | -2 | 0 | 0 | 2 | 4 | -2 | 11 | . | 11 |
| 9 | CCOC(=O)C1=C(C)C(c2ccc(OC)cc2OC)NC(=O)N1 (stereo unspecified) | 4 | -5 | 2 | 8 | -18 | 21 | -2 | 4 | 6 | -17 | 10 |
| 10 | CC1CCCCC1NC(=O)COC(=O)/C=C/c1ccco1 (stereo unspecified) | -9 | -9 | 2 | -16 | -4 | -4 | -6 | 0 | 4 | -3 | -9 |
| 11 | COc1cc(C(=O)Oc2cc(C)cc(C)c2)cc(OC)c1OC | 1 | 6 | -8 | -5 | 7 | 8 | 5 | 2 | 7 | 7 | -15 |
| 12 | COC(=O)[C@H](Cc1c[nH]c2ccccc12)NC(=O)NCc1ccccc1 | -9 | 2 | -1 | 8 | -3 | -3 | 3 | -9 | 19 | -3 | -32 |
| 13 | CCCc1cc(=O)[nH]c2nnc(SCC(=O)Nc3nnc(CC)s3)n12 | -4 | 1 | -16 | -10 | 3 | -8 | 2 | -3 | 22 | 3 | -27 |
| 14 | Cc1ccccc1-c1nc2cc(N)ccc2o1 | 0 | -110 | -28 | -120 | 40 | -60 | 5 | -36 | -24 | -2 | -22 |
| 15 | Cc1ccc(S(=O)(=O)/C(C#N)=C/c2c(N3CCN(C)CC3)nc3ccccn3c2=O)cc1 | -13 | -1 | -13 | 9 | 4 | 22 | 9 | -2 | -9 | -5 | -9 |
| 16 | CCOc1ccc(OCC)c(NC(=O)c2ccc(CNc3c(N4CCCC4)c(=O)c3=O)cc2)c1 | -10 | -37 | -2 | 6 | 3 | 17 | 3 | 14 | 3 | 1 | -27 |
| 17 | CC(C)c1nc(C(N)=O)c2[nH]c(=O)n(-c3ccc(F)cc3)c2n1 | -1 | 9 | 4 | 12 | -1 | 1 | -14 | -4 | 9 | -5 | -10 |
| 18 | O=C(C/C=N\O)Nc1ccc(Oc2ccccc2)cc1 | -6 | -8 | -7 | -18 | 1 | -5 | -15 | -11 | 12 | 1 | -24 |
| 19 | COCCOc1ccc(C(F)(F)F)cc1NC(=O)c1ccc(C)cc1 | -6 | 4 | -4 | -3 | 9 | 18 | -17 | -5 | 10 | 3 | 2 |
| 20 | O=C(CN1C(=O)NC2(CCCC2)C1=O)Nc1cc(S(=O)(=O)N2CCOCC2)ccc1OCC(F)(F)F | 7 | 2 | 6 | -1 | -2 | 8 | -3 | -7 | 13 | 0 | -9 |
| 21 | CS(=O)(=O)N(CC(=O)NCc1ccncc1)Cc1ccc(Cl)cc1 | -5 | -1 | -6 | 8 | -7 | 0 | -5 | -4 | 6 | 14 | 2 |
| 22 | O=[N+]([O-])c1ccccc1N/N=C1\CC2CC=CC12 (stereo unspecified) | -6 | -8 | 14 | -34 | 5 | -8 | 11 | -19 | 5 | -5 | -62 |
| 23 | CCOC(=O)N1CCN(CC(=O)Nc2nccs2)CC1 | 5 | -9 | -7 | 1 | -9 | -13 | 1 | 0 | 9 | . | -2 |
| 24 | CCOC(=O)c1sc(NC(=O)c2ccccc2OCC)nc1C | -11 | -2 | -23 | -9 | -4 | 14 | 9 | 6 | -2 | 6 | 1 |
| 25 | CCc1nnc(NC(=O)CCS(=O)(=O)c2ccccc2)s1 | 0 | -15 | -19 | -12 | -28 | 13 | 1 | 8 | -9 | -2 | -9 |
| 26 | COC(=O)c1cc(S(=O)(=O)N2CCCCC2)ccc1N1CCOCC1 | -2 | -9 | -6 | -1 | 1 | 3 | 12 | -4 | -14 | 4 | -11 |
| 27 | COc1ccc(NC(=O)c2sc(Cl)nc2-c2ccccc2)cc1 | 11 | -7 | -11 | 6 | 2 | 0 | -2 | -1 | 2 | -18 | 13 |
| 28 | CCCc1cc(=O)[nH]c(SCC(=O)N(CC)Cc2ccccc2)n1 | -18 | 15 | 9 | 10 | -10 | 13 | 7 | 4 | 9 | -2 | -16 |
| 29 | O=C(Nc1ccc(OC(F)(F)F)cc1)c1ccc2nc[nH]c2c1 | 0 | -21 | -26 | -17 | 2 | -48 | 6 | -5 | -28 | -5 | -4 |
| 30 | CCCCC(=O)c1ccc(OC(=O)c2ccc([N+](=O)[O-])cc2)cc1 | -5 | -5 | 2 | 5 | -10 | -4 | -1 | -7 | 1 | -4 | -18 |
| 31 | CC(C)(C#N)Cc1cc(CC(C)(C)C#N)cc(C(C)(C)C)c1 | -8 | -5 | 9 | -9 | -2 | -20 | 2 | -2 | 7 | 7 | 1 |
| 32 | Cc1cc(/C=C(/C#N)C(=O)Nc2ccc(Cl)cc2)c(C)n1-c1cccnc1 | 2 | -3 | -34 | -18 | 40 | -16 | 0 | 3 | 5 | -14 | 12 |
| 33 | CCOc1ccc(C(C(=O)NC2CCCC2)N(CCCO)C(=O)c2ccc(-c3ccccc3)[nH]2)cc1 (stereo unspecified) | -10 | 4 | 2 | -8 | -10 | 7 | -4 | 0 | 12 | -2 | 8 |
| 34 | CC1CCCN(S(=O)(=O)c2cc(C(=O)NCCc3ccc(S(N)(=O)=O)cc3)ccc2Cl)C1 (stereo unspecified) | -3 | 7 | 38 | 33 | 23 | 20 | -1 | 7 | 64* | 11 | 31 |
| 35 | Cc1ccc(C2CC(=O)Oc3cc(C)c(Br)c(C)c32)cc1 (stereo unspecified) | 3 | -6 | 5 | 6 | 2 | 2 | -16 | -1 | -3 | 25 | 14 |
| 36 | CNC1(C(N)=O)CCN(Cc2ccccc2)CC1 | 4 | -3 | 0 | 0 | -11 | -16 | -5 | -6 | 10 | 13 | 4 |
| 37 | CCC(C)(C(=O)NC1CCCCC1)N(C)C(=O)c1ccccn1 (stereo unspecified) | -4 | -8 | -3 | -5 | -5 | 12 | 5 | -7 | -5 | 3 | -7 |
| 38 | COc1ccc(S(=O)(=O)N(C)CC(=O)Nc2ccc3c(c2)OCO3)cc1OC | -1 | -5 | 5 | 1 | 0 | 14 | -1 | 3 | -4 | -10 | -44 |
| 39 | COC(=O)CN1C(c2ccccc2)=Nc2ccc(Cl)cc2C1c1ccccc1 (stereo unspecified) | 14 | -13 | -5 | 13 | 10 | -6 | -3 | -2 | 16 | -3 | 3 |
| 40 | CCC1(c2ccc(F)cc2)NC(=O)N(CC(=O)N2CCOCC2)C1=O (stereo unspecified) | 8 | -9 | -14 | -1 | 2 | 8 | 5 | 0 | -1 | 17 | 9 |

41) CCOc1cc(/C=C(/C#N)c2ccc(F)cc2)ccc1OCc1ccc(C(=O)O)o1
42) CCOC(=O)C(C(=O)OCC)C(C(=O)OCC)N1CCOCC1 (stereo unspecified)
43) Cc1nn(-c2ccccc2)c(C)c1NC(=O)COc1cc(F)ccc1[N+](=O)[O-]
44) CCN(CC)S(=O)(=O)c1ccc2c(c1)c(=O)c(C(=O)NCCc1ccccc1)cn2C
45) CC1(C)Cc2c(oc3ncn4ncnc4c23)CO1

| screen / no. | 41 | 42 | 43 | 44 | 45 |
| --- | --- | --- | --- | --- | --- |
| NOD2 RIPK2 PPI | 0 | -2 | 14 | 0 | -8 |
| NCOA1 inh | -3 | -4 | 2 | -16 | 9 |
| TROY NFkB inh | 18 | -22 | 11 | 6 | -3 |
| LRH-1 inv ag | 3 | 15 | 4 | 2 | 15 |
| C8 TRAIL sens | -2 | 20 | -3 | 8 | 0 |
| SRC3 inh | -12 | -10 | 10 | 0 | 2 |
| TLR9-MyD88 inh | -6 | 6 | 2 | -7 | -4 |
| LMP1 NFkB inh | -2 | 34 | 4 | 8 | 5 |
| NR2F2 inh | 23 | 11 | 1 | -5 | -2 |
| Vif imaging | 11 | . | -2 | -12 | -5 |
| SRC2 inh | 7 | -22 | 1 | -11 | 2 |

From compound 1 up to 5, copied from above:
1) O=C1N=C(N2CCN(c3ccccc3)CC2)S/C1=C/c1ccco1
2) O=C(CSc1n[nH]c(=O)n1C1CC1)Nc1ccc(F)c([N+](=O)[O-])c1
3) COc1ccc(CC(=O)NCc2nnc(SCc3ccc([N+](=O)[O-])cc3)n2C)cc1
4) COC(=O)Cc1ccc(N(Cc2ccccc2F)S(=O)(=O)c2ccc(C)cc2)cc1
5) CC(C)N1C(=O)CCC1C(=O)N1CCCc2ccccc21 (stereo unspecified)

| screen / no. | 1 | 2 | 3 | 4 | 5 |
| --- | --- | --- | --- | --- | --- |
| NOD2 RIPK2 PPI | -10 | -12 | 0 | 2 | -13 |
| NCOA1 inh | -2 | -7 | -1 | -1 | -5 |
| TROY NFkB inh | -8 | -1 | -9 | 13 | 5 |
| LRH-1 inv ag | -15 | 9 | 1 | -15 | -12 |
| C8 TRAIL sens | 3 | 7 | 4 | 4 | 10 |
| SRC3 inh | 15 | 5 | -4 | -1 | -15 |
| TLR9-MyD88 inh | 2 | 4 | -8 | -7 | 8 |
| LMP1 NFkB inh | -6 | 1 | 1 | 9 | 5 |
| NR2F2 inh | 12 | -14 | 10 | 0 | 8 |
| Vif imaging | -4 | 5 | 3 | 2 | -1 |
| SRC2 inh | 1 | -25 | 2 | -7 | 12 |
